Compound activity as filed in PubChem BioAssay.
CHRM4 PAM: human M4 muscarinic receptor positive allosteric modulators, primary screen, CHO-K1 cells, Fluo-8 calcium fluorescence | 0.4% of 360,000 active | AID 624126, 2012 | activation, % at 3 µM | CHO-K1 hM4/Gqi5, ACh EC20; 0% = ACh EC20, 100% = maximal ACh | Muscarinic acetylcholine receptor M4 (Homo sapiens), P08173;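 active = activation above its plate's cutoff, the mean activation of sample wells plus 3 SD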; also: some results filed as inactive read as strong as hits
Target sequence (P08173 whole entry, looked up): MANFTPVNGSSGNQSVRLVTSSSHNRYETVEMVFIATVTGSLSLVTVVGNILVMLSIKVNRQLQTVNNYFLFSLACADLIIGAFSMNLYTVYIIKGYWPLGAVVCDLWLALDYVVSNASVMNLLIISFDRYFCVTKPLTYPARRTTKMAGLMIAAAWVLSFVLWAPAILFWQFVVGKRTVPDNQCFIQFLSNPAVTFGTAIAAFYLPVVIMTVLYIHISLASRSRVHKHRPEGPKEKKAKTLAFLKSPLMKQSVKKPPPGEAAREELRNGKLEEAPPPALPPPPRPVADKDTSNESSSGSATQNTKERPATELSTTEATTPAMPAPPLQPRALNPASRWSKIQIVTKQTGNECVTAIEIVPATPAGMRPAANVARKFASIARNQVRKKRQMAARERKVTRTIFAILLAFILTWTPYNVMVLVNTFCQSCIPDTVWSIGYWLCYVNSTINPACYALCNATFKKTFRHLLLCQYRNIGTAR
M5 antag: human M5 muscarinic receptor antagonists, primary screen, CHO cells, Fluo-8 calcium fluorescence | AID 624040, 2012 | Muscarinic acetylcholine receptor M5 (Homo sapiens), P08912 | 0.59% of 360,000 active | inhibition, % at 3 µM | CHO-hM5 cells, ACh EC80;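 active = inhibition above a per-plate cutoff, the mean of that plate's test compounds plus 3 SD, cut at about 27% in these data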;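 also: 0% = acetylcholine EC80 with DMSO and 100% = DMSO without agonist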
Target sequence (P08912 whole entry, looked up): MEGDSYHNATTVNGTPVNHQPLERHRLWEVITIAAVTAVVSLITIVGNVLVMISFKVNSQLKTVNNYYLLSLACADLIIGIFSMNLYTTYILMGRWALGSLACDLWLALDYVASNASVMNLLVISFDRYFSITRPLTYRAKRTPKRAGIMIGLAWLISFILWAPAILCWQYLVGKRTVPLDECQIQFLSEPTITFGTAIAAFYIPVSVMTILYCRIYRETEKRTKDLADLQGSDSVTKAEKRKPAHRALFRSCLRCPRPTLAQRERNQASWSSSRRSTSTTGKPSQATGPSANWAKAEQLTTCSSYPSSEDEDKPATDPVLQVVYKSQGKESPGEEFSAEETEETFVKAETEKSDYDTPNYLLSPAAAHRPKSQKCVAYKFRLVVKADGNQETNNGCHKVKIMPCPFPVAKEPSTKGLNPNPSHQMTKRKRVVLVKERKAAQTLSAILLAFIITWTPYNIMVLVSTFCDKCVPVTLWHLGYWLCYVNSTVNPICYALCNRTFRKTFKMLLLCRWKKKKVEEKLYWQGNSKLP
M5 ag: human M5 muscarinic receptor agonists, primary screen, CHO-K1 cells, Fluo-8 calcium fluorescence. Muscarinic acetylcholine receptor M5 (Homo sapiens), P08912. 0.19% of 360,000 active. CHO-K1 hM5 cells; 0% DMSO wells, 100% maximal acetylcholine response. AID 624037, 2012. activation, % at 3 µM;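 active = activation above the run's mean over test compounds plus 3 SD, cut at about 23% in these data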;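 also: signal is peak over basal fluorescence ratio across the kinetic read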
M5 PAM: human M5 muscarinic receptor positive allosteric modulators, primary screen, CHO-K1 cells, Fluo-8 calcium fluorescence. CHO-K1 hM5, ACh EC20 PAM; 0% = ACh EC20, 100% = ACh EC100. activation, % at 3 µM. 0.3% of 360,000 active. AID 624038, 2012;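 active = activation above the run cutoff, the mean activation of all test compounds plus 3 SD, cut at about 18% in these data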
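Replicates: One well per compound, no replicates | System: Human M5 receptor in CHO-K1 cells | Benchmarks: Low control EC20 acetylcholine (0%), high control EC100 acetylcholine (100%) | Probe or stimulus: Acetylcholine, EC20 level | Times: Fluo-8 loading 80 min at 37 °C plus 30 min room temperature | Signal: Intracellular calcium via Fluo-8 fluorescence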
CHRM4 agonist: human M4 muscarinic receptor agonists, primary screen, CHO-K1 cells, Fluo-8 calcium fluorescence | Muscarinic acetylcholine receptor M4 (Homo sapiens), P08173 | CHO-K1 hM4/Gqi5; vehicle 0%, full acetylcholine response 100% | activation, % at 3 µM | 0.14% of 360,000 active | AID 624127, 2012;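 active = activation above the run mean over all test wells plus 3 SD, cut at about 32% in these data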;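 also: peak over basal fluorescence ratio per well then scaled between controls; 0% = DMSO wells and 100% = acetylcholine at EC100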
CHO-K1 Ca antag: counter-screen for M1 antagonists: effect in parental CHO-K1 cells. ATP-induced calcium, Fluo-8 fluorescence. inhibition, % at 3 µM. 0.6% of 360,000 active. AID 602250;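 active = inhibition above a per-plate cutoff, the plate's mean sample inhibition plus 3 SD, cut at about 24% in these data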;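 also: 0% = DMSO plus EC80 ATP and 100% = DMSO alone without ATP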
M4 antag: human M4 muscarinic receptor antagonists, primary screen, CHO cells, Fluo-8 calcium fluorescence | Muscarinic acetylcholine receptor M4 (Homo sapiens), P08173 | CHO-hM4 cells, ACh EC80 | inhibition, % at 3 µM | 0.73% of 360,000 active;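 active = inhibition above its plate's cutoff, the mean inhibition of sample wells plus 3 SD, cut at about 27% in these data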;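 also: 0% = acetylcholine EC80 with DMSO and 100% = DMSO without agonist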
M1 PAM parental: nonselective calcium activators in parental CHO-K1 cells, primary screen, counter-screen for M1 PAM project, cell-based, Fluo-8 calcium fluorescence, full deck, 1536-well; ATP EC20; 0% at ATP EC20, 100% at ATP max; 0.02% of 360,000 active; AID 602247, 2012; activation, % at 3 µM;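 active = activation above the run cutoff, the mean activation of all test compounds plus 3 SD, cut at about 40% in these data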;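 also: peak over basal fluorescence ratio in a 140 s read after ATP addition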
M1 ag parental: counter-screen for M1 agonists: effect in parental CHO-K1 cells | Fluo-8 calcium fluorescence; scaled to maximal ATP response, vehicle zero | activation, % at 3 µM | 0.48% of 360,000 active; in the data active = activation above about 15%;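 also: untransfected CHO-K1 host cells lacking M1 receptor as counterscreen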
Numbers without * were called inactive; . = not tested or not shown.

SMILES	CHRM4 PAM	M5 antag	M5 ag	M5 PAM	CHRM4 agonist	CHO-K1 Ca antag	M4 antag	M1 PAM parental	M1 ag parental
O=C(CCN1C(=O)NC2(CCCC2)C1=O)Nc1cccc(S(=O)(=O)N2CCOCC2)c1	1.7	-1.3	1.7	1.9	0.6	-11.2	5.9	15.1	0.5
COc1ccc(/C=C/C(=O)Nc2ccc(S(=O)(=O)Nc3onc(C)c3C)cc2)cc1OC	4.0	15.0	-4.0	-3.1	-0.5	8.6	-9.2	-21.9	-0.2
O=C(CSc1ccsc1[N+](=O)[O-])Nc1cc(F)ccc1F	-6.0	-11.8	-8.2	4.1	-0.1	6.0	2.2	14.9	-0.7
CCN(CC)S(=O)(=O)c1cccc(-c2nnc(SCC(N)=O)n2N)c1	-4.5	0.6	-0.7	0.1	1.0	-8.7	8.0	4.6	13.4
Cc1ccc(S(=O)(=O)N(C)c2ccc(C(=O)Nc3ccccn3)cc2)cc1	-7.6	5.3	-3.1	-3.5	3.8	-0.8	8.9	1.0	3.2
COCCn1c(SCc2ccc(C(=O)OC)o2)nnc1-c1c[nH]c2ccccc12	-0.9	-0.3	0.3	-1.7	2.1	-1.9	-3.9	-4.2	0.3
COc1ccccc1-c1coc2c(CN3CCOCC3)c(O)ccc2c1=O	-5.3	16.0	-0.1	-5.5	-0.4	-5.3	11.1	11.0	0.2
CCC1CCCCN1CCCNC(=O)C1CCN(c2ncnc3c2nc2n3CCCCC2)CC1 (stereo unspecified)	-6.3	-14.2	-5.6	11.3	0.0	-10.2	5.5	18.3	0.4
COC(=O)c1cccc(NC(=O)CCSc2ccc(Cl)cc2)c1C	1.6	4.4	-1.1	-4.2	0.2	22.8	-7.5	-4.9	0.2
COC(=O)[C@]12CCCCC=C1N(Cc1ccco1)C(=O)[C@H](CC(=O)N1CCSCC1)C2	0.0	0.8	6.2	-4.0	12.3	-18.7	-2.3	0.5	4.1
O=C1C(Cl)=C(N2CCCCCC2)C(=O)N1c1ccccc1	-10.2	1.2	-12.8	-11.7	-1.7	3.1	11.3	-3.9	-0.1
O=C(Nc1ccc2c(c1)OCO2)c1cnc2n(c1=O)CCS2	2.2	-5.0	2.9	-0.4	-0.2	-16.0	3.3	17.1	0.1
Cc1noc(C)c1C(=O)N1CCC1(C)C(=O)NS(=O)(=O)c1cccc(Cl)c1 (stereo unspecified)	6.1	13.5	3.4	3.0	-0.1	13.3	-4.9	17.9	0.2
COc1ccccc1C(=O)N/C(=C/c1ccc(Br)cc1)C(=O)N1CCCC1	-3.3	13.1	3.5	-12.4	11.7	13.1	-0.6	-7.4	3.8
CCOC(=O)Cc1csc(NC(=O)/C=C/c2ccc(OC)cc2)n1	-0.1	-6.4	-0.6	-5.0	10.2	-6.5	-3.2	6.9	7.1
C/C(=N\NC(=S)Nc1ccccc1C)c1cc2ccccc2o1	12.9	6.2	-7.0	-1.0	-0.3	-8.5	4.5	7.5	0.5
Nc1ccc(S(=O)(=O)Nc2nccc(/C=C/c3ccc(Cl)cc3)n2)cc1	3.1	-8.2	-1.9	3.5	1.1	-16.3	-14.3	19.8	0.3
O=C(CSc1ccsc1[N+](=O)[O-])NCCc1ccc(Cl)cc1	-3.7	5.3	1.6	-1.6	0.5	-8.5	6.7	14.4	0.4
O=c1[nH]c(-c2ccccc2O)nc2c1CCCC2	0.5	-1.1	-0.3	-2.6	1.5	-2.7	2.5	11.8	0.4
O=C(O)c1cc2ccccc2[nH]1	-1.5	11.7	-0.3	-4.9	-0.3	12.2	3.8	-2.1	0.3
CCCCCNC(=O)C(c1ccnc2ccccc12)n1c(=O)c(-c2ccccc2)nc2ccccc21 (stereo unspecified)	3.0	8.3	-1.7	-1.9	1.6	.	2.9	.	.
COCCn1cc(C(=O)NCc2ccco2)c2c3ccccc3n(C)c2c1=O	4.1	0.2	4.0	2.3	5.7	-11.9	7.6	15.7	3.7
Cc1ccc(CN(C)S(=O)(=O)c2c(C)noc2/C=C/N(C)C)cc1	1.8	-2.2	-1.6	-2.8	0.7	-5.9	-15.2	-14.1	2.5
COc1ccc(-c2oc3c(c2C(=O)OCCCO)C(OCCCCCO)CCC3)cc1 (stereo unspecified)	0.6	-8.7	2.4	2.2	2.5	-23.0	2.7	12.2	1.9
COc1ccc(/C=N/NC(=O)c2cccnc2)cc1CSc1nc2ccccc2s1	-2.4	5.3	2.5	-3.4	10.4	2.5	1.6	16.2	5.6
O=S(=O)(NCc1ccccc1Cl)c1cnc[nH]1	4.7	3.5	0.1	0.9	0.0	-5.3	-0.4	11.1	0.5
CCOC(=O)Cn1c(=NC(=O)c2ccc([N+](=O)[O-])s2)sc2ccccc21	6.7	-4.4	-0.3	4.3	0.1	-1.3	-1.0	-5.8	-0.2
Cc1nc(-n2[nH]c3c(c2=O)CCCC3)[nH]c(=O)c1Cc1ccccc1	-1.6	5.6	-0.1	-0.1	2.6	2.5	2.6	-3.8	2.5
Cc1ccc(Nc2nc(-c3sc(NC(=O)c4ccco4)nc3C)cs2)cc1	2.9	3.9	19.8	6.5	4.4	-16.5	-2.5	15.8	0.4
FC(F)Oc1ccc(NC(=S)NC23CC4CC(CC(C4)C2)C3)cc1	-13.9	14.8	-1.1	-10.5	16.8	-1.5	-3.5	-5.4	8.5
COc1ccc(CN2CCC2(C)C(=O)Nc2cccc(NS(C)(=O)=O)c2)c2ccccc12 (stereo unspecified)	-7.5	5.2	1.2	-1.9	8.0	-4.1	14.0	-4.0	1.7
COc1ccc2c(c1)sc(N)[n+]2Cc1cc(C)cc2cccnc12	-36.3	3.8	-3.9	-12.6	6.2	3.5	10.6	9.1	4.1
Cc1ccc(NC(=O)c2cc(S(=O)(=O)NCCc3ccccc3)ccc2F)cc1Cl	-0.1	3.8	2.2	-1.1	3.5	5.3	1.2	5.3	0.2
COC(=O)c1cc2sccc2n1Cc1nc(-c2cccc(Cl)c2)oc1C	-1.3	2.9	0.2	-7.0	0.1	11.1	6.5	-3.3	-0.2
COCCNC(=S)NC1CC2CCCC(C1)N2Cc1ccco1 (stereo unspecified)	6.8	-2.5	-0.2	-0.1	2.4	-18.3	5.2	-7.1	0.3
COc1cc(S(=O)(=O)N2CCC(N3CCCCC3)CC2)ccc1-n1cnnn1	-6.8	1.1	-3.3	-1.3	-0.1	-9.4	7.9	5.4	0.1
CCS(=O)(=O)N1CCN(c2ccc([N+](=O)[O-])c(NCC3CCCO3)c2)CC1 (stereo unspecified)	-6.1	8.5	2.1	1.2	1.6	-12.1	0.7	-1.3	0.7
CCCS(=O)(=O)N1CCCC(C(=O)N2CCOCC2)C1 (stereo unspecified)	-1.1	-0.8	-1.8	1.4	0.5	-8.2	1.3	4.4	0.1
CCCCc1cc(=O)oc2cc(OCC(=O)N3CCOCC3)ccc12	-4.1	3.8	-2.9	4.7	2.9	-10.3	11.9	22.0	1.2
Cc1ccc(NC(=O)CSc2nnc(C)c(=O)n2N)cc1Cl	0.1	18.6	-3.3	-7.7	1.6	-13.7	11.7	-2.7	2.7
CCC(C)(C(=O)NC1CCCC1)N(C(=O)CNC(C)=O)c1ccccc1 (stereo unspecified)	-1.0	-1.5	-5.8	-4.7	3.0	-5.0	-3.2	10.4	0.2
OCC1(CCc2ccccc2)CCN(Cc2cccn2-c2cccnc2)CC1	7.0	-5.0	-6.4	9.4	2.1	4.3	-1.6	-9.0	0.1
CCN(CC)C(=O)C(C)OC(=O)COc1ccc(Cl)cc1C (stereo unspecified)	1.1	4.2	6.5	-9.2	5.2	-2.0	-3.7	7.5	3.0
Cc1ccccc1NC(=O)COC(=O)C1CC2CCCC(C1)C2=O (stereo unspecified)	1.1	5.3	0.5	2.2	0.1	-3.4	6.1	11.3	0.2
COC(=O)c1ccc(C(=O)OC)c(NC(=O)C2CC2)c1	6.4	0.3	-2.3	-7.4	1.9	-1.7	-1.2	5.8	0.0
Cc1[nH]c(=O)[nH]c(=O)c1S(=O)(=O)N1CCN(c2cccc(Cl)c2)CC1	1.0	-8.4	-3.3	2.9	0.3	-0.6	-7.2	-1.6	0.5
CCn1nc(C)cc1C(=O)N1CCCC(C(=O)c2ccc(Oc3ccccc3)cc2)C1 (stereo unspecified)	-8.4	0.9	-0.9	-6.6	6.4	-6.8	-18.2	-6.1	4.2
S=C(c1ccc(-c2ccc(Cl)cc2Cl)o1)N1CCCC1	1.6	-15.0	8.3	22.1*	-1.3	-4.5	-3.4	-15.5	-0.3
COc1ccc(Cl)cc1S(=O)(=O)NCc1ccncc1	-3.6	22.8	-1.9	-6.4	2.1	2.6	0.0	-16.5	1.5
CCOC(=O)c1cc(NC(=O)Nc2ccccn2)c(C)nc1C	-1.9	6.4	-1.8	-6.6	2.2	2.7	6.6	16.1	0.8
Cc1nn(CC(=O)NCc2ccccc2)c(=O)c2ccccc12	11.4	-4.7	0.3	1.1	0.5	-2.2	-8.0	21.4	0.3
N#Cc1c(NC(=O)CSc2nc3ccccc3c(=O)n2Cc2ccco2)sc2c1CCCC2	-3.9	9.8	-5.2	2.5	0.2	-8.1	3.8	14.2	0.2
COc1ccc(C(=O)N/N=C(\C)Cn2cnc([N+](=O)[O-])n2)cc1	-4.4	-3.4	0.2	-2.9	0.4	-5.8	2.6	16.8	0.3
COc1ccc(OC(=O)N2CCOCC2)cc1	-0.8	7.5	-2.1	0.1	1.2	-9.7	-4.5	19.7	0.6
CCOP(=O)(OCC)c1nc(-c2cccc3ccccc23)oc1NCc1ccccc1	8.2	-3.3	1.7	-1.1	1.2	-9.4	2.3	13.5	-0.4
COc1ccc(NC(=O)COC(=O)CNC(=O)COc2ccccc2)cc1OC	8.2	3.8	3.0	-2.6	3.7	-0.1	-27.3	12.1	1.2
CCOc1ccc(N2C(=O)CC(N(Cc3ccco3)C(=O)CCC(=O)O)C2=O)cc1 (stereo unspecified)	-4.2	7.5	5.6	3.0	1.2	-10.2	8.4	18.8	1.0
Oc1sc(C=Nc2ccc(F)cc2)c2ccccc12	0.6	-0.4	-3.5	4.5	1.2	-16.4	-2.2	17.3	1.3

Record cards (already shown). Values in the order: CHRM4 PAM, M5 antag, M5 ag, M5 PAM, CHRM4 agonist, CHO-K1 Ca antag, M4 antag, M1 PAM parental, M1 ag parental
`Oc1sc(C=Nc2ccc(F)cc2)c2ccccc12` is listed as 0.6, -0.4, -3.5, 4.5, 1.2, -16.4, -2.2, 17.3, 1.3
`COc1ccc(Cl)cc1S(=O)(=O)NCc1ccncc1` is listed as -3.6, 22.8, -1.9, -6.4, 2.1, 2.6, 0.0, -16.5, 1.5

Rows were taken by chance (roughly 2.7% active in at least one column).
